Compound activity as filed in PubChem BioAssay.
GALK inhibitor = galactokinase (human) inhibition. actives 0.007% (n = 270,000). Potency, µM (doses to about 57.5 µM), for the others: top-dose activity change, negative = inhibition, hits mostly inhibitors. Purified GALK, Kinase-Glo residual ATP luminescence; also: potency is read from the fitted curve at half-maximal effect
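ATP-depletion format; final 35 uM ATP, 100 uM D-galactose, 5 nM enzyme; pH 8.0 HEPES/Mg2+ buffer; 60 min RT; luminescence read 10 min after detection reagent.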
Giardia killer = kills Giardia lamblia | activity change, % at 7.66 µM, hits read low | actives 0.15% (n = 340,000) | Giardia lamblia trophozoite viability; in the data active = activity change below about -80%; inconclusive = between about -30% and that limit;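 also: parasites exposed to compound for two days anaerobically before the ATP read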
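Luminescent ATP signal served as the viability read-out, measured 15-30 min after adding ATP detection reagent to trophozoites that had been incubated with compounds for 48 hrs at 37 deg C anaerobically at 100 cells/well.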
KCNH2 3.1 inh = KCNH2 3.1 (human) potassium channel inhibition; U2OS KCNH2 3.1, thallium flux FluxOr; hits give low values; activity change, % (tested at about 1.8 µM); actives 0.95% (n = 340,000); AID 720553;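 active = maximum activity change below -70%; inconclusive = maximum activity change from -70% to -50%; inactive = maximum activity change above -50%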;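 also: thallium influx rate constant from kinetic fluorescence after stimulation buffer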
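Steps: virus added to U2OS suspension (4 h, RT, dark); medium with 10% FBS added, cells plated, 37 C overnight; FluxOr/Red40 loading buffer 45 min RT; stimulation buffer, 2 min kinetic read; rate constant normalized.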
B2AR arrestin = beta2AR (human) beta-arrestin recruitment activity; beta-arrestin recruitment to beta2AR, cell-based reporter; P07550; actives 0.02% (n = 330,000); Potency, µM (highest dose often 46.1 µM), without a hit: at the highest dose activation, actives largely listed as activators; AID 492947;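 also: potency is read from the fitted curve at half-maximal effect; 0% = DMSO controls and full agonism = EC100 isoproterenol or metaproterenol; nearly all actives have a fitted effect of over 65% in size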
Target sequence (P07550 whole entry, looked up): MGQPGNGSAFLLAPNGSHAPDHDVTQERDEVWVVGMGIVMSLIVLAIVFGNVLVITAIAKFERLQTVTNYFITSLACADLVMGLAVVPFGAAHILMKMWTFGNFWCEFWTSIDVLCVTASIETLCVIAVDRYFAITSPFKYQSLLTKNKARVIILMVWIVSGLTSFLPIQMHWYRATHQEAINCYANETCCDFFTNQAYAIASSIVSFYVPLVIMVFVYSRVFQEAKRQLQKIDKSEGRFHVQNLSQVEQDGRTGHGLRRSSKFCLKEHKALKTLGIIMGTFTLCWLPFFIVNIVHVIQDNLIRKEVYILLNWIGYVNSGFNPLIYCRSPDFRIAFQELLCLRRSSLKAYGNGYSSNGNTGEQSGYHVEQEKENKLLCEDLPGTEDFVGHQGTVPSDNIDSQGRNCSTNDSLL
Eya2 phos inh = blocks the phosphatase activity of human Eya2; O00167; recombinant Eya2, OMFP fluorescence dephosphorylation (OMFP is methylfluorescein phosphate); Potency, µM (titrated, usually from 76.9 µM), without a hit: at the top dose activity, negative = inhibition, actives largely listed as inhibitors; actives 0.006% (n = 330,000); also: potency is read from the fitted curve at half-maximal effect
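Eya2 protein (added as 0.2 uM solution) was preincubated with compound for 10 min at ambient temperature in 50 mM HEPES pH 7.5, 50 mM NaCl, 5 uM MgCl2, 0.05% BSA, 1 mM DTT. OMFP (added at 50 uM) then reacted 10 min; fluorescence read at 485/525 nm.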
hERG WT inh = inhibitors of human wildtype KCNH2 potassium channel; actives 0.37% (n = 340,000); Q12809; U2OS, BacMam KCNH2, thallium flux FluxOr; hits give low values; activity change, % at 1.84 µM; AID 720551;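 active = maximum activity change below -70%; inconclusive = maximum activity change between -70% and -50%; inactive = maximum activity change above -50%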
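U2OS cells transduced with wild-type KCNH2 virus are loaded with FluxOr dye for 45 min, and thallium flux is measured in kinetic reads before and after stimulation buffer. Rate constants are normalized to DMSO controls.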
USP2a block = USP2a (human) protease inhibition; O75604; USP2 core, Ub-CHOP2 coupled fluorogenic reporter, 485/531; Potency, µM (top dose mostly 38.3 µM), without a hit: at the highest dose activity change, negative = inhibition, actives largely listed as inhibitors; actives 0.01% (n = 330,000); AID 463254;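 also: potency is read from the fitted curve at half-maximal effect; plate controls were DMSO wells for no effect and full inhibition by NEM control for full effect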
Target sequence (O75604 whole entry, looked up): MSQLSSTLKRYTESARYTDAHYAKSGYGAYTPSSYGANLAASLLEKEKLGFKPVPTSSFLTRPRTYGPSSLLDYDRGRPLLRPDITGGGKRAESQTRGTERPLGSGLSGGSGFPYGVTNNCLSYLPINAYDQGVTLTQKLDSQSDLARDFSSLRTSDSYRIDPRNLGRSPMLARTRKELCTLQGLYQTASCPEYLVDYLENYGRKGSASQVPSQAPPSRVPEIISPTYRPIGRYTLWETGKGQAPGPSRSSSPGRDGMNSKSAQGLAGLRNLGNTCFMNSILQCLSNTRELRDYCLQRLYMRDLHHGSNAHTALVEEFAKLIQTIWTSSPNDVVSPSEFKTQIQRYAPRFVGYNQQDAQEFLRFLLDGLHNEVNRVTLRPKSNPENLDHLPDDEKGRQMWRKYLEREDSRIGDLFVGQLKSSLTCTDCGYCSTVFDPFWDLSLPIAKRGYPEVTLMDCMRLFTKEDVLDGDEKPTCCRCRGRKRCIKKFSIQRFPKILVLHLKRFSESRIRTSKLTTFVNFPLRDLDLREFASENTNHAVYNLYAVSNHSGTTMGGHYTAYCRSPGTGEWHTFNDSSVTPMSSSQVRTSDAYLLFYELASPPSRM
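Cell-free coupled assay: 10nM USP2 core preincubated 30min RT with compound in Tris-HCl pH 8.0/CaCl2/CHAPS buffer, then 25nM Ub-CHOP2 and 25nM reporter substrate; fluorescence (Ex 485/Em 531) read after 60min RT, normalized to NEM inhibition, concentration-response curves fitted.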
Coupling enz = counter-screen for Giardia aldolase inhibitors: coupling enzyme system; AID 2472; coupling enzyme system counterscreen, AmpLite Red fluorescence; actives 0.67% (n = 290,000); activity change, negative = inhibition, % at 58.2 µM, hits read low; in the data active = activity change below about -30%
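Activity here indicates interference with the coupling reaction, not aldolase inhibition. Compounds at 57.5 uM final met coupling enzymes for 10 min at RT; substrate and AmpLite Red detection followed, with a 525/598 nm fluorescence read after 20 min.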
PKM2 act = activators of human pyruvate kinase M2; purified PKM2, Kinase-Glo ATP luminescence, activation; response scale: 0% is enzyme alone, no compound; Potency, µM (highest dose often 57.5 µM), without a hit: at the top dose activation, usual class: activators; actives 0.34% (n = 260,000); AID 1631; also: potency is read from the fitted curve at half-maximal effect; nearly all actives have a fitted effect of over 55% in size
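Purified hPK-M2 (>95%) run at intermediate activity with 0.1 mM ADP and 0.5 mM PEP in 50 mM imidazole pH 7.2, KCl, MgCl2; 1 h room temperature. ATP formed read by Kinase-Glo luminescence; normalized to uninhibited and no-enzyme controls.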
Chronic BCR inh = inhibitors of chronic active B-cell receptor signaling; ABC-DLBCL IkBa-CBG/CBR reporter, luminescence ratio, 4 h; Potency, µM (top dose mostly 46.1 µM), for inactives: top-dose ratio change, negative = lower green/red ratio, hits mostly inhibitors; actives 0.05% (n = 340,000); active = well fitted inhibition curve with a large enough effect in the signal ratio, with a control signal flat, not every such curve was filed as active; inconclusive = small, poorly fitted or top-dose-only effect, or effect the other way, or a change in a side signal; the % refers to the signal ratio;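 also: potency is read from the fitted curve at half-maximal effect; plate controls were basal doxycycline-induced cells for no effect and cells given 10 µM MG132 for full effect; MG132 reads +100%, hits lower the ratio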
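Compounds up to 46 uM were incubated four hours with TMD8 cells whose green CBG68 luciferase is fused to IkappaBalpha; red CBR luminescence normalised the signal, and concentration-effect curves were fitted to fusion, red and ratio data.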
uPA surface inh = blocks generation of uPA at the cell surface; cell surface uPA generation assay, qHTS; Potency, µM (titrated, usually from 38.3 µM), inactives show top-dose activity change, negative = inhibition, hits mostly inhibitors; actives 0.31% (n = 330,000); AID 540303; active = well fitted inhibition curve with a large enough effect; inconclusive = small, poorly fitted or top-dose-only effect; inactive = no such curve, though single readings can be large or run the other way; tested in mouse RAW 264.7 cells; also: potency is read from the fitted curve at half-maximal effect; nearly all actives have a fitted effect of over 55% in size
The depositor's hits bear a star; ? = inconclusive; · = not tested or not shown; & = joins results of further samples; [ ] = another dose, or the depositor's remark. Unless noted, calls follow the shape of the dose curve; as a rule, active = well fitted curve in the direction sought with a large enough effect; inconclusive = small, poorly fitted or top-dose-only effect, or another doubt; inactive = no such curve, though single readings can be large; an effect the other way counts as inactive or inconclusive. Unless noted, % is scaled to controls: 0 for no effect and ±100 for the full control effect.

compound	GALK inhibitor	Giardia killer	KCNH2 3.1 inh	B2AR arrestin	Eya2 phos inh	hERG WT inh	USP2a block	Coupling enz	PKM2 act	Chronic BCR inh	uPA surface inh
COc1ccc2[nH]c(C(=O)N3CCC(Cc4ccccc4)CC3)cc2c1	4%	-2	0	0.1%	1%	-8	6%	3	·	0%	-5%
O=C(COC(=O)/C=C/c1cccc(Br)c1)NCc1cccs1	·	24	-8	-0.2%	3%	11	4%	·	·	0%	10%
Cn1c(/C(C#N)=C(\O)c2ccc([N+](=O)[O-])s2)nc2ccccc21	0%	-86*	19	2.4%	8%	-6	3%	-1	·	5%	-1%
COc1ccc(S(=O)(=O)NCCOc2cccc3cccnc23)cc1OC	-1%	4	6	0.1%	-1%	7	9%	4	2%	-1%	1%
O=C1CSC(c2cccc([N+](=O)[O-])c2)N1C1CC2CCC1C2 (configuration not stated)	-1%	-14	-1	-0.6%	?	-4	2%	0	-11%	?	3%
O=C(O)c1ccc(Cn2cc(Cl)cn2)cc1	-4%	-8	-8	0.1%	-1%	2	-1%	1	-1%	5%	1%
O=C(CN1C(=O)NC2(CCCCCCC2)C1=O)Nc1ccc(Cl)cc1	·	30	-7	-0.1%	-18%	0	0%	·	·	-5%	-14%
CC(C)Oc1cccc(C(=O)C2CCCN(C(=O)c3cc(C4CC4)[nH]n3)C2)c1 (configuration not stated)	-3%	9	-6	0.4%	-2%	6	-1%	0	·	-8%	-17%
O=C(c1cc([N+](=O)[O-])ccc1N1CCCCC1)N1CCCC1	1%	-5	-1	-1.2%	4%	5	4%	3	-1%	1%	-2%
CCNc1nn2ccccc2c1/C=C(\C#N)C(=O)OCC	-1%	-25	1	-0.8%	2%	-4	-2%	0	0%	?	?
C=CCOc1ccc(CN(C)Cc2nc3cc(C(F)(F)F)ccc3c(=O)[nH]2)cc1	-1%	-2	3	0.0%	-5%	-1	-1%	-2	2%	-10%	12%
COc1ccc(NC(=O)COc2ncnc3ccccc23)cc1S(=O)(=O)N1CCOCC1	0%	-14	-1	-1.0%	-4%	5	1%	0	-1%	0%	3%
CC1CC(C)CN(S(=O)(=O)c2ccc(Cl)cc2)C1 (configuration not stated)	-2%	2	10	-0.4%	-6%	13	-2%	1	-3%	0%	0%
O=C(c1cc(C2CC2)on1)N1CCN(c2ccccc2)CC1	2%	-12	-1	-1.1%	13%	1	-2%	-1	16%	5%	6%
CCOc1ccc(-n2nnc3c(=O)n(CC(=O)Nc4cc(C)on4)cnc32)cc1	·	-11	-11	0.9%	?	7	0%	3	16µM*	4%	-3%
CCOC(=O)c1nn(-c2ccc3c(c2)CCN3C(C)=O)cc1O	6%	?	1	-0.7%	-6%	3	1%	1	-7%	?	?
Cn1cc(CN(CCO)Cc2cccs2)c(-c2ccccc2F)n1	2%	-3	15	0.1%	9%	-1	3%	3	-2%	6%	-4%
COC(=O)c1[nH]c2ccccc2c1NC(=O)C(C)N1CCOCC1 (configuration not stated)	0%	-10	3	0.1%	13%	-4	1%	0	-2%	5%	-1%
CCS(=O)(=O)n1nc(-c2ccc(C)cc2)nc1N	-1%	-9	15	-0.1%	11%	-3	-4%	0	23%	?	1%
Cc1c(C=O)c2ccccn2c1C(=O)c1ccc(Cl)c([N+](=O)[O-])c1	-1%	-19	0	-0.1%	-7%	-8	1%	-2	2%	6%	3%
CC(=O)Nc1cccc(NC(=O)CSc2nnnn2Cc2ccccc2)c1	-1%	-3	6	-0.7%	2%	7	-1%	2	3%	3%	-4%
CCCCN(CC(=O)NC1CC1)S(=O)(=O)c1ccc(OCC)cc1	·	-17	-10	-1.3%	15%	0	4%	·	·	0%	-19%
O=c1c2ccccc2ncn1Cc1nc2ccccc2s1	1%	-5	-1	0.1%	-8%	1	0%	0	0%	2%	-1%
Cc1cc(C)c2cc(C(c3nnnn3C3CCCC3)N3CCOCC3)c(=O)[nH]c2c1 (configuration not stated)	2%	-6	23	-0.6%	-13%	4	-1%	-14	-5%	?	5%
CCOC(=O)CC1C(=O)NCCN1c1nc2ccc(C)cn2c(=O)c1/C=C1\SC(=S)N(C(C)CC)C1=O (configuration not stated)	-1%	·	·	5.3%	9%	·	?	-18	-15%	?	·

Some entries already given with just hERG WT inh.
structure	hERG WT inh
O=C1CSC(c2cccc([N+](=O)[O-])c2)N1C1CC2CCC1C2 (configuration not stated)	-4
O=C(O)c1ccc(Cn2cc(Cl)cn2)cc1	2

(cont.)
compound	GALK inhibitor	Giardia killer	KCNH2 3.1 inh	B2AR arrestin	Eya2 phos inh	hERG WT inh	USP2a block	Coupling enz	PKM2 act	Chronic BCR inh	uPA surface inh
O=C(CSc1nc2[nH]ncc2c(=O)n1-c1ccc(Cl)c(Cl)c1)NCc1ccccc1Cl	0%	-24	-1	-0.2%	6%	11	-17%	0	7%	?	-4%
COc1cc(C(=S)N(C)C)ccc1O	1%	-1	-2	0.7%	12%	5	1%	3	-10%	4%	-1%
COCCn1cc(C(=O)N2CCCC(C)C2)c2c3ccccc3n(C)c2c1=O (configuration not stated)	1%	-23	2	0.5%	10%	2	-5%	2	-4%	-12%	·
O=C(NCCO)c1c(O)c2cccc3c2n(c1=O)CC3	2%	-5	8	0.1%	-1%	-3	-1%	-9	2%	-3%	5%
COc1ccc(NS(=O)(=O)c2ccc3ccccc3c2)c2ncccc12	-3%	33[activator]	4	-0.8%	16%	6	-3%	-4	·	3.2µM*	-15%
CC(OC(=O)C1CCCC1)C(=O)Nc1ccc(S(N)(=O)=O)cc1 (configuration not stated)	·	10	-16	-0.1%	-19%	2	1%	·	·	4%	-2%
COc1cc(NC(=S)NN2CCN(C)CC2)cc(OC)c1	1%	-8	0	-0.1%	-13%	6	1%	-1	-1%	?	0%
CN(Cc1ccccc1)C(=O)CN(c1ccccc1Cl)S(C)(=O)=O	-1%	17	36	-0.3%	-22%	-9	0%	2	-1%	8%	2%
Cc1ccc2oc(=O)c3cc(C(=O)NCCCN4C(C)CCCC4C)sc3c2c1 (configuration not stated)	6%	-17	11	0.1%	-6%	-1	-4%	·	·	-6%	14%
COC(=O)c1ccc(C23CC4(C2)[C@H](CN(CC2CCCCC2)[C@@H]4c2ccccc2)C3c2ccc(Cl)nc2)cc1 (some centres not stated)	-1%	2	-11	2.7%	-19%	-7	0%	3&2	-4%&-14%	3%	-3%
N#Cc1ccc2c(c1)C[C@]1(CCCCN3C(=O)c4ccccc4C3=O)OC3=C(C(=O)OC4(CCCCC4)C3)C2O1	·	·	·	-0.2%[9.22 µM]	1%[15.4 µM]	·	1%[7.66 µM]	-5	12%[11.5 µM]	20%[9.22 µM]	·
O=C(O)c1cc([N+](=O)[O-])ccc1C(=O)Nc1cccc([N+](=O)[O-])c1	-3%	-4	9	-1.2%	10%	-4	-1%	-3	-1%	?	0%
COCCCn1c(SCC(=O)N2CCCC(C)C2)nnc1-c1ccco1 (configuration not stated)	1%	6	·	0.2%	6%	-24	0%	3	-2%	-1%	·
O=C(c1ccc2c(c1)OCO2)N1CCc2ccccc2C1	4%	-11	4	0.2%	-10%	1	2%	1	-4%	-2%	·

As entered above.
`COCCCn1c(SCC(=O)N2CCCC(C)C2)nnc1-c1ccco1` (configuration not stated) in Giardia killer shows 6
`CN(Cc1ccccc1)C(=O)CN(c1ccccc1Cl)S(C)(=O)=O` in Coupling enz shows 2
`N#Cc1ccc2c(c1)C[C@]1(CCCCN3C(=O)c4ccccc4C3=O)OC3=C(C(=O)OC4(CCCCC4)C3)C2O1` in PKM2 act shows 12%[11.5 µM]
`O=C(c1ccc2c(c1)OCO2)N1CCc2ccccc2C1` in Chronic BCR inh shows -2%
`COCCn1cc(C(=O)N2CCCC(C)C2)c2c3ccccc3n(C)c2c1=O` (configuration not stated) in KCNH2 3.1 inh shows 2
`COC(=O)c1ccc(C23CC4(C2)[C@H](CN(CC2CCCCC2)[C@@H]4c2ccccc2)C3c2ccc(Cl)nc2)cc1` (some centres not stated) in Giardia killer shows 2

The order is random (roughly 2.4% active in at least one column).
